CFTR F508del cor: F508del CFTR correction, initial screen, CFBE line, single point; AID 720511, 2013; CFBE cells, YFP halide quenching; stimulated with forskolin plus potentiator P3; % fluorescence drop versus neutral controls; activity (quench increase), % at 7.58 µM; actives 0.36% (n = 350,000);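 active = mean added fluorescence quench of at least 8% versus neutral control, with both replicates also reaching 8%; inconclusive = only one of the mean or replicate conditions met; inactive = mean below 8% and not both replicates reaching 8%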;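 also: cells transiently co-express mutant CFTR-F508del with the halide-sensitive YFP; corrector assay measuring rescue of mutant channel to the surface after 24 h compound exposure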
INS-1E GSIS act: GLuc luminescence reporter in INS-1E cells, primary screen for activators of glucose-dependent secretion of insulin; actives 0.61% (n = 370,000); INS-1E GLuc reporter insulin secretion, 2-3 h; activation, % at 16.6 µM;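 active = lowest replicate activation of at least 40%, so every replicate reaches that level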;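 also: 0% = median of neutral control wells and 100% = median of IBMX positive control wells; some compounds called inactive have numbers as strong as hits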
Xi reactivation: activators of inactive X chromosome reactivation, primary screen, imaging, XiGFP fibroblasts, GFP high-content imaging, set 2 | XiGFP mouse fibroblasts, % GFP-positive cells imaging, 3 d; cells co-treated with 5-aza-dC sensitizer; scaled so ellipticine positive control = 100% | activation, % at 7.58 µM | actives 0.055% (n = 360,000);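 active = mean normalized replicate activation at least 10% and every replicate at or above 10%; inconclusive = only one of the two criteria met; inactive = mean below 10% and not all replicates reach 10%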;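 also: 0% = median of on-plate neutral control wells and 100% = ellipticine 6 µM median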
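material = 68-5-11 XiGFP fibroblast line | medium = DMEM plus 5-aza-dC sensitizer | schedule = 3 days compound exposure | benchmarks = positive control ellipticine, 6 µM final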
RAD52 anneal inh: RAD52 DNA annealing inhibitors, primary screen, biochemical, FRET, single point, set 2 | recombinant RAD52 DNA annealing, FRET fluorescence | AID 651710, 2012 | inhibition, % at 18.7 µM | DNA repair protein RAD52 homolog (Homo sapiens), P43351 | actives 0.46% (n = 360,000);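 active = every replicate showing at least 50% inhibition; inconclusive = mean inhibition at least 50% but not in every replicate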
Target sequence (P43351 whole entry, looked up): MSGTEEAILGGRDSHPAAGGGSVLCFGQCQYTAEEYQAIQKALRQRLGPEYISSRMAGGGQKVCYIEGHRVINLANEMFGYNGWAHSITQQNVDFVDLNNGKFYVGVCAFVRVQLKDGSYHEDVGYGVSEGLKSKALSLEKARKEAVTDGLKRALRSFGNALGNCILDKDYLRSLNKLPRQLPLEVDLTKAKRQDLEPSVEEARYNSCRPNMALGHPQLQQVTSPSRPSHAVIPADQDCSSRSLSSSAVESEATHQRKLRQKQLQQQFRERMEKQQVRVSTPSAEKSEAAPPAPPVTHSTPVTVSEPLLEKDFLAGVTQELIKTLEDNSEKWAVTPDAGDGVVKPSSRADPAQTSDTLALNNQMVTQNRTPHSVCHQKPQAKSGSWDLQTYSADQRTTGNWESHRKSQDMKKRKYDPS
CASP6 VEID inh: human caspase-6 inhibitors, primary screen, biochemical, VEID-R110 fluorescence, single point, set 2. purified caspase-6, Z-VEID-R110 cleavage fluorescence. inhibition, % at 12.5 µM. actives 0.53% (n = 350,000). AID 686996, 2013;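 active = mean inhibition across replicates at least about 35%, with every replicate also reaching that limit, limit read from the data; inconclusive = only one of the two criteria met; inactive = neither criterion met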;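 also: 0% = median of neutral control wells and 100% = no fluorescence left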
Target sequence (P55212 24-179 limits assumed): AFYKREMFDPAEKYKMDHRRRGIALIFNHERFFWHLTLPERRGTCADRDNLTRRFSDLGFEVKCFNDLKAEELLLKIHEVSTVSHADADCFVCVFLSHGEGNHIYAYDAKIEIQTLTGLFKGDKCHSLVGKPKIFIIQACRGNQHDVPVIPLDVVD
Target sequence (P55212 194-293 limits assumed): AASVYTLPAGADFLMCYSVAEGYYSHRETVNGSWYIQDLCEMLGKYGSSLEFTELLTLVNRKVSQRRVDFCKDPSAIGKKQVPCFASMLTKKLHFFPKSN
E-sel inducer: E-selectin induction in HUVECs, primary screen, imaging, HUVEC, immunofluorescence imaging, single point; AID 686992, 2013; activation, % at 7.58 µM; normalized: neutral wells 0, TNF-alpha wells 100; actives 0.37% (n = 260,000); P16581;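 active = mean E-selectin-positive cell signal at least 10% of the positive control, reached in at least 60% of replicates, without over 20% cell loss; inconclusive = no rule given, readout overlaps actives, possibly toxicity-flagged; inactive = the rest, including those meeting only one limit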;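 also: in these data hits start at about 27%; measured in HUVEC primary endothelial cells; signal is the percent of cells scored E-selectin positive by PE staining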
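Test system: HUVEC; input: 3,000 HUVEC/well; measured by: immunofluorescence imaging; read-out: % PE-positive cells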
DENV2 CPE: inhibitors of DENV2 cytopathic effect, primary screen, cell-based, plate reader, single concentration | DENV2-infected cells, cytopathic effect rescue | CPE inhibition, % at 9.99 µM | actives 1.7% (n = 350,000) | AID 651640, 2012; in the data active = CPE inhibition above about 20%, passing the limit was not always enough; inconclusive = no clear call, values can overlap the other calls; tested in BHK-21 cells;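 also: 0% = median of neutral control wells and 100% = median of positive control wells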
RAD54 branch: inhibitors of human RAD54 branch migration, primary screen, biochemical, fluorescence, single point; DNA repair and recombination protein RAD54-like (Homo sapiens), Q92698; inhibition, % at 10.4 µM; RAD54 Holliday junction branch migration, FAM/BHQ fluorescence; AID 602329, 2012; actives 0.14% (n = 360,000);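 active = mean normalized replicate activity at least 40 and at least half of replicates scoring 40 or more; inconclusive = only one of the two criteria met; inactive = mean below 40 and under half of replicates reaching 40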;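 also: 0% = median of neutral control wells and 100% = median of positive control wells; inhibitors cause a drop in the FAM fluorescence signal; in these data hits start at about 50%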
An asterisk follows results filed as active; ? = inconclusive; . = not tested or not shown; & = joins results of further samples.

[1] CCCNC(=O)[C@@H]1[C@@H](CO)[C@@H]2Cn3c(ccc(-c4ccccc4)c3=O)[C@@H]2N1C(=O)c1ccccc1F
[2] CCN1C[C@@H]2[C@@H]3C(=O)N(Cc4ccccc4)C(=O)[C@@H]3[C@](C)(C(=O)OC)N2C1=NC1CCCCC1
[3] COc1ccc(CCN2CCC(Nc3nc4ccccc4n3Cc3ccc(F)cc3)CC2)cc1
[4] Cc1ccc(NC(=O)NCc2ccncc2)cc1Cl
[5] c1ccc(-c2nc(NCc3cccs3)c3ccccc3n2)cc1
[6] Cc1[nH]c(=O)[nH]c(=O)c1S(=O)(=O)Nc1ccc(Cl)c([N+](=O)[O-])c1
Screen / compound no.	1	2	3	4	5	6
CFTR F508del cor	0.4	3.7	-1.4	.	-2.6	2.8
INS-1E GSIS act	7	4	25	18	9	-12
Xi reactivation	0.1	1.3	0.3	0.2	0.4	0.3
RAD52 anneal inh	-7	-13	-1	-8	-4	-13
CASP6 VEID inh	0	-6	-1	-2	10	0
E-sel inducer	-0.5	3.3	1.9	.	0.0	.
DENV2 CPE	-6	-3	-2	-3	-3	7
RAD54 branch	0	-1	11&6	.	-15	0

[7] CCCc1nc(SCC(=O)c2ccc(F)cc2)c2ccccc2n1
[8] Cn1c2ccccc2c2cc(C(=O)NNC(=O)CCl)sc21
[9] CCc1nnc(NC(=O)CCC(=O)N2CCCC(O)C2)s1 (centres undefined)
[10] CC(=O)N1CCN(c2ccc(NC(=S)NC(=O)c3ccc(C)c([N+](=O)[O-])c3)cc2)CC1
[11] O=S(=O)(Cc1cc(N2CCOCC2)nc(-c2ccccn2)n1)c1ccccc1
[12] CC(C)NC(=O)Nc1ccc2c(c1)CC(=O)N([C@H](C)CO)C[C@@H](C)[C@@H](CN(C)Cc1ccc(C(F)(F)F)cc1)O2
Screen / compound no.	7	8	9	10	11	12
CFTR F508del cor	-2.1	-4.7	-1.1	3.7	-0.8	1.2
INS-1E GSIS act	12	-5	2	.	-9	-9
Xi reactivation	0.0	0.5	0.7	0.4	0.0	0.0
RAD52 anneal inh	-13	-13	1	1	-14	8
CASP6 VEID inh	2	10	3	-1	-3	-3
E-sel inducer	-0.8	.	.	.	.	18
DENV2 CPE	-12	3	15	-9	33*	-1
RAD54 branch	.	.	7	.	.	-4

[13] CCC(=O)N1CC(=O)N2[C@H](CO)[C@@H](c3ccc(C#Cc4cccc(OC)c4)cc3)[C@@H]2C1
[14] CN(C)C(CNc1ncnc2ccccc12)c1c(F)cccc1Cl (centres undefined)
[15] Cc1ccc(CNC(=O)C2(C)CCN2C(=O)Cc2ccc(C(C)(C)C)cc2)cc1 (centres undefined)
[16] CC(=O)N(CN1C(=O)c2ccc([N+](=O)[O-])cc2C1=O)c1cccc(C(=O)O)c1
[17] Clc1ccc(Oc2nc3c(Cl)cccc3s2)cc1Cl
[18] C=C(C)c1sc(-c2ccccc2)nc1C
Screen / compound no.	13	14	15	16	17	18
CFTR F508del cor	2.2	-1.9	-0.3	-1.1	3.8	-2.7
INS-1E GSIS act	3	22	-19	3	-8	.
Xi reactivation	0.1	0.6	0.0	0.0	0.3	-0.1
RAD52 anneal inh	-19	-11	-3	-14	0	-1
CASP6 VEID inh	.	-5	3	6	0	-1
E-sel inducer	0.0	.	0.2	4.3	1.2	2.1
DENV2 CPE	4	10	?	-2	3	?
RAD54 branch	.	2	-3	.	-8	.

[19] CN(C)c1ccnc(Nc2ccc(F)cc2)c1C#N
[20] Cc1cccc(CSCC(=O)N2CCN(S(=O)(=O)c3ccccc3C#N)CC2)c1
[21] Cc1cc(C)cc(-n2ncc3c2CCCC3NC(=O)C2(C(N)=O)CC2)c1 (centres undefined)
[22] Oc1c(CN2CCOCC2)ccc2ccccc12
[23] CC(C)CN(C(=O)COC(=O)c1ccc(Br)cc1)c1c(N)n(Cc2ccccc2)c(=O)[nH]c1=O
[24] COCC(=O)Nc1ccc2c(c1)[C@@H]1C[C@@H](CC(=O)N3CCc4ccccc4C3)O[C@H](CO)[C@@H]1O2
Screen / compound no.	19	20	21	22	23	24
CFTR F508del cor	.	0.8	0.1	.	4.3	0.5
INS-1E GSIS act	0	.	-15	-43	8	6
Xi reactivation	0.0	0.3	0.0	?	0.4	0.0
RAD52 anneal inh	-10	-14	-3	-7	-20	-5
CASP6 VEID inh	0	-2	1	6	-1	-1
E-sel inducer	.	0.3	-0.1	.	.	0.2
DENV2 CPE	-8	10	-3	12	-7	2
RAD54 branch	9	-16	-5	3	.	1

[25] O=C1NC[C@H](CCCCN2C[C@H](Cc3ccc(O)cc3)N(CCc3ccccc3)C(=O)C2=O)N(CCc2ccccc2)C1=O
[26] C[C@@H]1CN([C@H](C)CO)C(=O)Cc2cc(NS(=O)(=O)c3cccs3)ccc2O[C@H]1CN(C)Cc1ccc2c(c1)OCO2
[27] O=C(O)/C=C/C(=O)Nc1ccc(C(=O)c2ccccc2)cc1
[28] Cc1ccc(NC(=O)CNC(=O)c2ccc(OC(F)F)cc2)cc1S(=O)(=O)N1CCCCCC1
[29] COc1ccc(NC(=S)Nn2cnnc2)c(OC)c1
[30] CNC[C@@H]1Oc2ccc(NS(=O)(=O)c3ccccc3)cc2CC(=O)N([C@@H](C)CO)C[C@H]1C
Screen / compound no.	25	26	27	28	29	30
CFTR F508del cor	-0.9	-0.4	-0.7	1.0	0.4	-1.8
INS-1E GSIS act	.	-18	-4	-45	9	3
Xi reactivation	0.2	0.0	-0.6	0.3	-0.1	-1.5
RAD52 anneal inh	1	-9	-14	-55	3	-5
CASP6 VEID inh	5	4	5	-2	4	-1
E-sel inducer	1.6	4.4	-0.2	-0.4	0.1	-4.2
DENV2 CPE	-9	1	0	9	6	-1
RAD54 branch	.	1	.	0	3	3

[31] CCC(CC)c1nnc(NC(=O)C2CC(=O)N(C3CCCC3)C2)s1 (centres undefined)
[32] O=S(=O)(Cc1ccccc1)Nc1ccccc1Br
[33] O=C(Cn1nc(-c2ccccc2)ccc1=O)NCCCN1CCOCC1
[34] Cc1cc(NS(=O)(=O)c2ccccc2)no1
[35] C[C@H](CO)N1C[C@H](C)[C@@H](CN(C)Cc2ccc(C(=O)O)cc2)OCCCC[C@H](C)Oc2ccc(NC(=O)C3CCCCC3)cc2C1=O
[36] COCCN(C(=S)Nc1cccc(OC)c1)C1CCN(C(C)C)CC1
Screen / compound no.	31	32	33	34	35	36
CFTR F508del cor	-2.1	-2.7	-1.4	-0.7	-1.7	.
INS-1E GSIS act	-3	18	2	13	7	.
Xi reactivation	0.0	2.7	0.4	0.1	0.1	0.0
RAD52 anneal inh	-1	-9	5	-47	2	-3
CASP6 VEID inh	-1	3	0	-2	-2	-3
E-sel inducer	.	.	.	-0.1	-0.2	.
DENV2 CPE	2	1	-11	9	12	-4
RAD54 branch	-3	3	6	-2	1	.

[37] O=C(Nc1ccccc1)N1CCSc2ccccc21
[38] Cc1ccc(NS(=O)(=O)c2ccc(C(=O)OCC(=O)Nc3cc(C)on3)cc2)cc1
[39] COC(=O)C1=C(C)NC(=O)NC1c1ccc(OC(=O)c2ccco2)cc1 (centres undefined)
[40] CCOc1ccccc1NC(=O)C(c1ccccc1)N1CCN(CC(=O)N2CCOCC2)CC1 (centres undefined)
[41] CN1CCN(C(=O)C[C@H]2C[C@H]3c4cc(NC(=O)c5cccnc5)ccc4O[C@H]3[C@@H](CO)O2)CC1
[42] C[C@@H]1CN([C@@H](C)CO)C(=O)c2cccc(NC(=O)c3nc4ccccc4s3)c2O[C@H]1CN(C)Cc1ccc(Cl)c(Cl)c1
Screen / compound no.	37	38	39	40	41	42
CFTR F508del cor	1.5	-3.4	2.0	2.5	0.6	0.1
INS-1E GSIS act	-3	-14	-9	-2	-1	-6
Xi reactivation	0.0	0.1	0.0	0.1	-0.1	0.3
RAD52 anneal inh	-14	-10	-4	-11	.	4
CASP6 VEID inh	-2	1	-1	1	.	-3
E-sel inducer	.	.	3.4	-0.3	0.4	-6.9
DENV2 CPE	1	0	10	0	0	7
RAD54 branch	0	6	.	-8	2	-3

[43] CCOC(=O)C(=O)N1CCC(Cc2ccccc2)CC1
[44] COc1ccc(C)cc1NC(=O)CN1C(=O)COc2ccc(S(=O)(=O)N3CCCCCC3)cc21
[45] CCN(CC)C(=O)[C@H]1C[C@H](CC(=O)NCC23CC4CC(CC(C4)C2)C3)C(=O)N2CCc3c([nH]c4ccc(Cl)cc34)[C@]12C
[46] O=C(Nc1ccc(F)cc1)C1CCCN(S(=O)(=O)c2cccc3cccnc23)C1 (centres undefined)
[47] Cc1ccccc1NC(=O)CCOc1ccccc1
[48] CC(=O)N1CCN(C(=O)CCNC(=O)c2ccc(Br)cc2)CC1
[49] O=C(NCc1ccccc1Cl)c1csc([C@@H]2O[C@H](CO)[C@@H](O)[C@H]2O)n1
Screen / compound no.	43	44	45	46	47	48	49
CFTR F508del cor	1.2	-1.0	-1.1	1.7	0.9	-0.1	-4.7
INS-1E GSIS act	0	-11	-19	-22	-8	11	23
Xi reactivation	0.0	0.0	0.1	0.2	0.0	0.1	0.2
RAD52 anneal inh	-3	-2	1	-15	-17	-10	-1
CASP6 VEID inh	0	-2	-3	1	-4	-76	-1
E-sel inducer	.	-0.1	0.6	.	0.9	-2.1	-0.6
DENV2 CPE	-8	1	-2	-7	-1	-4	-1
RAD54 branch	.	-5	-1	-4	-8	0	-19

Screening results from PubChem BioAssay.
